High-throughput results deposited in PubChem by University of Glasgow.
HCT116 survival: survival after telomere uncapping, modulators, primary screen, cell-based (AID 1259312). HCT116 + Ad-hTR-mut, survival, MTT, 5 d; stronger effect = higher value. actives 4.5% (n = 4,500). fold change at 10 µM;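 active = cell survival measured by absorbance rises more than 2.5-fold over infected cells without compound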;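 note: virus expresses mutant telomerase RNA that uncaps telomeres and kills cells; compound added 2 days after infection so exposure lasts 3 days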
Numbers without * were called inactive; i = inactive. Only part of the results is shown; count on the stated rates, not on these rows.

SMILES	HCT116 survival
O=[N+]([O-])c1ccc(NS(=O)(=O)c2ccccc2)c([N+](=O)[O-])c1	3.5*
CC1(C)CC(Nc2c([N+](=O)[O-])cc(C(F)(F)F)cc2[N+](=O)[O-])CC(C)(C)N1	-2.1
Cc1ccc2c(c1)c1c3n2CCN(CC(O)CN2CCCCCC2)C3CCC1 (stereo unspecified)	1.3
CCOC(=O)COc1nsnc1N1CCOCC1	-1
CC1(C)OC(C)(C)/C(=C/c2ccc3cccnc3c2)C1=O	-2.1
C=CCC(CC=C)(NC(=S)Nc1ccccc1)c1ccccc1	1
CN1C(=O)/C(=C/C=C2/CCCN2C)N(C)C1=S	-1.2
COc1cc2c(cc1N=Cc1cc(Br)ccc1O)oc1ccccc12	i
CC(C)(C)C1CC=C2C(C#N)=C(N)C(C#N)(C#N)C(c3ccccc3)C2C1 (stereo unspecified)	-2.6
NC(=O)CSCCn1ccc2c1CCCC2	1.4
CC1(C)CC(NS(=O)(=O)c2ccccc2)CC(C)(C)N1	-1.1
N#CCc1nc2ccccc2[nH]1	1.1
O=[N+]([O-])c1cc(Br)cc(C=Nc2ccc(O)cc2)c1O	i
O=c1[nH]nc(CSc2ccc([N+](=O)[O-])cc2)[nH]1	i
O=c1cc(O)c2sc3nc(-c4ccccc4)ccc3c2[nH]1	1.9
CCOC(=O)c1sc(N2N=C(C)/C(=C\c3ccc(CC)s3)C2=O)nc1C	-3.5
O=c1ccc(=O)n2n1Cc1ccccc1C2	3.5*
O=Cc1cccn1-c1ccc([N+](=O)[O-])cc1	-1.1
N#C/C(=C/c1ccc(Cl)cc1Cl)c1ccc(Cl)cc1	-4.9
Cc1cc2nc(-c3cc(N)ccc3Cl)oc2cc1C	1
CCOC(=O)c1c(NC(=O)C23CC4CC(CC(C4)C2)C3)sc2c1CCN(C(=O)OCC)C2	-1.2
O=C(Nc1ccc(Br)cc1Br)C(Cl)Cl	-6.8
Oc1ccc(Br)cc1/C=N/c1nccs1	i
Nc1c(Cl)cc([N+](=O)[O-])cc1Br	1.1
CN(C(=O)CSC(=S)N1CCCC1)c1ccccc1	1.5
N#CC1=C(N)Oc2oc3ccccc3c(=O)c2C1c1ccc2c(c1)OCCO2 (stereo unspecified)	1.3
CCCN1C[C@H](CSC)C[C@@H]2c3cccc4[nH]cc(c34)C[C@H]21	1.3
Nc1nnc(SCc2cccc(CSc3nnc(N)s3)n2)s1	1.3
CCN(CC)CCCNC(=O)c1cccs1	-1.4
CCCC(=NNc1nc(C)cc(C)n1)c1ccccc1	-2
NNC(=O)c1ccc(COc2ccc(F)cc2)o1	-1.1
O=C(c1n[nH]c(=O)c2ccccc12)N1CCN(c2ccccn2)CC1	-1
O=S(=O)(NC1CCCCCC1)c1ccc(F)cc1	-1.2
Nc1ccc2nn(-c3ccc(Br)cc3)nc2c1	1.4
ON=C1C2CC3CC(C2)CC1C3	-1.4
Cc1c(C)c(/C=N/O)c(C)c(C)c1/C=N/O	i
N#CC1=C(N)n2c(s/c(=C\c3ccc(Br)cc3)c2=O)=C(C#N)C1c1ccc(Br)cc1 (stereo unspecified)	-1.1
Cc1ccc2occ(C3N[C@H](C(=O)O)CS3)c(=O)c2c1 (stereo partly specified)	1.2
O=S1(=O)N=C(N2CCCc3ccccc32)c2ccccc21	1.5
C(=C/c1ccccc1)/CN1CCN(Cn2nnc3ccccc32)CC1	-1.3
COc1ccc(S(=O)(=O)N(C)C)cc1	-1.1
CN1CCc2cccc3c2C1Cc1ccc(O)c(O)c1-3 (stereo unspecified)	1
O=C(CSc1ccc(Cl)cc1)NCCSCc1ccco1	-1.4
O=C(C[n+]1ccccc1)c1cccs1	4.2*
CC1Cn2c(nnc2C23CC4CC(CC(C4)C2)C3)S1 (stereo unspecified)	-1.5
O=C(Nc1ccc2c(c1)OCCO2)C1CC(=O)N(c2ccc(F)cc2)C1 (stereo unspecified)	-1.7
CC(=O)c1ccc(-c2ccc(/C=C3\C(=O)NC(=S)N(C)C3=O)o2)cc1	-2
Clc1ccc(-c2nnc(/C=C/c3cccc4ccccc34)o2)c(Cl)c1	-1.7
Nc1ccc2oc(-c3ccc(Cl)cc3Cl)nc2c1	1.5
O=C(O)Cc1c(C(=O)O)[nH]c2ccccc12	-1.1
CCN(C1CCCCC1)S(=O)(=O)c1ccc(F)cc1	-1.5
CC1CN(C(=O)N2CCOCC2)CC(C)O1 (stereo unspecified)	1.3
COc1cc(NC(=O)CCn2cnnn2)nc(OC)n1	-1.1
Cc1nnc(SCc2nnc(-c3ccccc3)o2)s1	-1.3
O=C1NC(=S)S/C1=C/c1ccc(-c2cccc(C(F)(F)F)c2)o1	1.1
COc1ccc(Cl)cc1NS(C)(=O)=O	-1.8
Cc1cc([N+](=O)[O-])c(N2CCCC2)cc1N	-1.3
CN(C)C(=O)[C@@H]1OC(C)(C)O[C@H]1C(=O)N(C)C	-1.3
N#CC1(C#N)[C@@H]2c3ccccc3C=CN2[C@@H](C(=O)c2ccccc2)[C@@H]1c1ccc(Cl)c(Cl)c1	1.7
COc1ccc2c(c1)-c1c(ssc1=S)C(C)(C)N2	3.3*

Arranged by number of heavy atoms (rising): part of the list above
SMILES	HCT116 survival
COc1ccc(S(=O)(=O)N(C)C)cc1	-1.1
CN(C)C(=O)[C@@H]1OC(C)(C)O[C@H]1C(=O)N(C)C	-1.3
Nc1ccc2oc(-c3ccc(Cl)cc3Cl)nc2c1	1.5
CC1Cn2c(nnc2C23CC4CC(CC(C4)C2)C3)S1 (stereo unspecified)	-1.5
Clc1ccc(-c2nnc(/C=C/c3cccc4ccccc34)o2)c(Cl)c1	-1.7
N#CC1(C#N)[C@@H]2c3ccccc3C=CN2[C@@H](C(=O)c2ccccc2)[C@@H]1c1ccc(Cl)c(Cl)c1	1.7

Continued:
SMILES	HCT116 survival
O=[N+]([O-])c1cccc(NC2OC(CO)C(O)C2O)c1 (stereo unspecified)	1.3
Cc1sc(-c2c(C#N)c(N)nc3c2CCCC3)cc1[N+](=O)[O-]	-1.2
CSCCC(C(=O)O)N1C(=O)/C(=C2/C(=O)N(C)c3ccccc32)SC1=S (stereo unspecified)	-1.5
O[C@@H]([C@H](O)[C@H](O)CBr)[C@H](O)CBr	-1
CCOc1ccc(OCC)c(C2C3CCC=C3C(C#N)=C(N)C2(C#N)C#N)c1 (stereo unspecified)	-1.3
O=C1OC(C2OC(=O)c3ccccc32)c2ccccc21 (stereo unspecified)	-2.6
CCOC(=O)CN(C1=NS(=O)(=O)c2ccccc21)c1ccccc1	1
CN(C)CCN1C(=O)C(O)=C(C(=O)c2cccs2)C1c1ccco1 (stereo unspecified)	-1.7
Cc1cc(=S)n(-c2ccccc2)n1C	-2.1
COc1ccc(NS(=O)(=O)c2ccc3oc4ccccc4c3c2)cn1	-1.8
CN=C1S/C(=C/c2ccc(C)o2)C(=O)N1C	-1.3
COc1ccc(OC)c(S(=O)(=O)N2CCOCC2)c1	-1.1
CCOc1cc(N2CCOCC2)c(OCC)cc1N	-1.4
N=C1SCC(=O)N1c1nonc1N	1.2
CN(C)CC#CC1(O)CCCCC1	1.5
O=Cc1cn[nH]c1-c1ccc(F)cc1	-1.2
Cn1nnnc1SCc1csc(/C=C(\C#N)C(N)=S)c1	-1.6
Cc1cc(C)nc(/N=C(/NC(=O)N2c3ccccc3Sc3ccccc32)Nc2cccc([N+](=O)[O-])c2)n1	i
O=C1CSC(=S)N1c1ccc(Cl)c(C(F)(F)F)c1	-1.2
CCOC(=O)C1=C(C)NC2(O)c3ccccc3C(=O)C12O (stereo unspecified)	1
CCCc1cc(C(=O)OC)c(N)s1	1.6
Cc1sc(/C=C(/C#N)C(N)=O)cc1Br	1
CCOC(=O)C1=C(C)NC(=S)NC1c1cc(C)sc1C (stereo unspecified)	-1.5
O=C(NC1CCCCCC1)c1ccco1	-1.1
O=C1ON=C(c2ccccc2F)/C1=C/c1ccc(Br)cc1	-1.4
COCCCNS(=O)(=O)c1ccc(F)cc1	-1.5
N[C@@H](CSCC(=O)O)C(=O)O	2.9*
O=S(=O)(NCc1cccnc1)c1cc(Cl)ccc1Cl	3.4*
CCCCCCCCCn1cnc2c1c(=O)n(C)c(=O)n2C	-3.1
CN(C)P(=O)(NNc1ccccc1)NNc1ccccc1	-1.4
O=c1[nH]cnc2c1ncn2C1OC(CO)C(O)C1O (stereo unspecified)	i
OCC1COc2ccccc2O1 (stereo unspecified)	2.4
N#C[C@H]1[C@H](C(=O)c2ccc(Br)cc2)N2c3ccccc3C=C[C@H]2[C@]1(C#N)C(=O)c1ccccc1	1.3
C(=N\c1nccs1)/c1cccc2c1OCOC2	-3.3
CCNCCNc1ccc([N+](=O)[O-])cc1Cl	1.9
NCCCCCC(=O)O	-1.5
CCCCc1sc(C2C(C#N)=C(N)OC3=C2C(=O)CC(C)(C)C3)cc1[N+](=O)[O-] (stereo unspecified)	-4.7
O=S(=O)(c1ccc2oc3ccccc3c2c1)N1CCN(c2ccccc2)CC1	1
O=[N+]([O-])c1ccc(SCc2ccco2)c(C2SCCS2)c1	-2.3
Oc1ccc(Sc2ccc(O)cc2O)c(O)c1	-1.6
S=c1[nH]c2ccccc2n1-c1ccccc1	1.1
CCc1cc(CC)c(/C=N/O)c(CC)c1/C=N\O	-1.9
COc1cc2cc(Oc3ccc4ccc(=O)oc4c3)c(=O)oc2cc1OC(C)=O	-1.3
O=C(Nc1ccc2c(c1)OCO2)C1CC(=O)N(c2ccc(F)cc2)C1 (stereo unspecified)	-1.7
O=C(Nc1ccc(Cl)cn1)C1c2ccccc2Oc2ccccc21	-1.2
Cc1[nH]nc2c1C(c1cccs1)C(C#N)=C(N)O2 (stereo unspecified)	2.4
O=C(Nc1ccccc1)Nc1snnc1C(=O)O	4.8*
O=[N+]([O-])c1ccc(N2CCN(S(=O)(=O)c3cc(Cl)ccc3Cl)CC2)cc1	5.4*
CC(=O)Nc1nc2nc[nH]c2c(=O)[nH]1	i
N#CCCSc1nc2ccccc2s1	-1.7
O=Cc1cn(CCOc2ccccc2F)c2ccccc12	1.1
O=[N+]([O-])c1ccc(N2CCN(S(=O)(=O)c3ccc4ccccc4c3)CC2)cc1	-1.1
CCn1c2ccccc2c2ccccc21	-1.8
O=C(CCCc1c[nH]c2ccccc12)NCCSc1ccccc1	-1.5
O=S1(=O)CCC(SCc2nnc(-c3ccccc3)o2)C1 (stereo unspecified)	-1.8
CC(C)(C)NC(=O)Nc1cccnc1Cl	-2
C=CCn1c(SCC(=O)OC)nc2ccccc2c1=O	-1.5
O=c1[nH]nc(-c2cccs2)c2ccccc12	-1.1
CCOc1ccc2nc(Nc3nc(C)c(C)c(=O)[nH]3)nc(C)c2c1	i
COc1cc(OC)cc([C@@H]2[C@@H](C(C)(C)C)C(C#N)(C#N)[C@H]3c4ccccc4C=CN23)c1	-1.3

Continuation.
SMILES	HCT116 survival
Cc1cc(=O)[nH]c(C(C)C)n1	i
N#CCN(CC#N)S(=O)(=O)c1ccc(F)cc1	-1.7
NC(N)=NS(=O)(=O)c1ccc(N=Cc2cc(Cl)cc(Cl)c2O)cc1	i
Cn1nnnc1SCC(=O)Nc1ccc(Cl)c(Cl)c1	-2.1
O=C(NC1CCCC1)c1ccc2c(c1)OCO2	1.1
Cc1cc(Br)cc2cn[nH]c12	-1.4
O=C(Nc1ccc(F)c(Cl)c1)C1CC(=O)N(c2ccc(F)cc2)C1 (stereo unspecified)	-2
O=S(=O)(Nc1cccnc1)c1cc(Cl)ccc1Cl	1.2
O=C1NC(=S)N/C1=C\c1ccc(N2CCCC2)cc1	-1
Cc1c(C)c2c(c(C)c1OC(=O)CCC(=O)O)CC[C@@](C)(CCC[C@H](C)CCC[C@H](C)CCCC(C)C)O2	1.1
Clc1ccc2c(SSc3ccnc4cc(Cl)ccc34)ccnc2c1	-1.3
C1CCN(c2nc3nonc3nc2N2CCCC2)C1	-1.6
CN(C)CCCN1C(=O)C(O)=C(C(=O)c2cccs2)C1c1cccs1 (stereo unspecified)	-1.9
CCN(CC)S(=O)(=O)c1cc2c3c(c1)c(C)cc(=O)n3CC2	-2.2
CCCN1CCC2(CC1)C(C#N)=C(S)NC(=O)C2C#N (stereo unspecified)	1.6
Cn1nnnc1SCc1cc(=O)[nH]c2ccccc12	-1.7
CC1Cn2c(nnc2-c2ccccc2Cl)S1 (stereo unspecified)	-1.9
COC1C(O)C(O)C(O)C(O)C1O (stereo unspecified)	-1.6
CCOC(=O)c1sc(NN)nc1C	-2.1
CN(C)c1ccc(C=Nc2ccc3[nH]c(=O)[nH]c3c2)cc1[N+](=O)[O-]	-1.6

Fetched by compound from above, 6 records:
SMILES	HCT116 survival
NC(N)=NS(=O)(=O)c1ccc(N=Cc2cc(Cl)cc(Cl)c2O)cc1	i
CCOC(=O)c1sc(NN)nc1C	-2.1
Cn1nnnc1SCc1cc(=O)[nH]c2ccccc12	-1.7
O=S(=O)(Nc1cccnc1)c1cc(Cl)ccc1Cl	1.2
C1CCN(c2nc3nonc3nc2N2CCCC2)C1	-1.6
O=C(Nc1ccc(F)c(Cl)c1)C1CC(=O)N(c2ccc(F)cc2)C1 (stereo unspecified)	-2

(next part)
SMILES	HCT116 survival
O=S(=O)(NCc1ccc2c(c1)OCO2)c1ccc2ccccc2c1	-1.1
Brc1cccc(-c2nnc(SCc3ccon3)o2)c1	-2.3
CC(C)c1ccc(C2C(C#N)=C(N)C(C#N)(C#N)C3=CCN(C)CC32)cc1 (stereo unspecified)	-2.5
O=C1[C@@H]2OC[C@@H](O2)[C@@H]2[C@H]1[C@@H]1c3ccccc3C=CN1[C@H]2C(=O)C12CC3CC(CC(C3)C1)C2	1.6
NC(=O)Cn1cc([N+](=O)[O-])nc1Cl	-1.3
Cn1c(=O)oc2ccc(S(=O)(=O)Nc3cccc(S(=O)(=O)N4CCCC4)c3)cc21	1
CCOC(=O)C1CCCN(C(=O)N2CCOCC2)C1 (stereo unspecified)	-1.8
CS(=O)(=O)N(Cc1ccon1)c1ccc2c(c1)OCO2	-2.4
N#CCC(c1ccc(Cl)cc1)C(C#N)c1ccc(Br)cc1 (stereo unspecified)	-6.4
CC(C)CCc1nnc(N)s1	1.3
Cc1ccc(C2C(C#N)=C(N)OC3=C2C(=O)CC(C)(C)C3)s1 (stereo unspecified)	-4.4
O=C(O)Cn1c(C(F)(F)F)nc2ccccc21	-1.7
